From PubChem BioAssay
DUSP3 inh – blocks human VHR1 dual specificity phosphatase; P51452; recombinant VHR phosphatase, pNPP absorbance; inhibition, % at 13.3 µM; 290,000 tested, 0.52% active; AID 1654; in the data active means inhibition above about 50%; further: some compounds called inactive have numbers as strong as hits
Target sequence (P51452 whole entry, looked up): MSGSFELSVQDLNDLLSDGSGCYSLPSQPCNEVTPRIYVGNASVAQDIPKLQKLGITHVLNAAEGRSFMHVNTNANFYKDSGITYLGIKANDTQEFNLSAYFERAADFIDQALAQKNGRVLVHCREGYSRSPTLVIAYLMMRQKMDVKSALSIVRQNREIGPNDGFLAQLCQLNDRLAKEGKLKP
TcdB GH inh – inhibitors of Clostridioides difficile toxin B glycohydrolase; 350,000 tested, 0.24% active; TcdB glycohydrolase enzymatic assay, plate reader; inhibition, % at 9.99 µM; in the data active means inhibition above about 10%
MazEF act – MazEF (E. coli) toxin RNase activation; P0AE70; activation, % at 20 µM; AID 504720; 350,000 tested, 0.32% active; FAM/BHQ RNA-DNA oligo cleavage fluorescence, 5 h; in the data active means activation above about 50%
Target sequence (P0AE70 whole entry, looked up): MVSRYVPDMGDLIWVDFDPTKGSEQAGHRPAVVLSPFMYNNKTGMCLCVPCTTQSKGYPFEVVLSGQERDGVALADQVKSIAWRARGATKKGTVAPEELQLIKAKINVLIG
CCHF vOTU inh – blocks the CCHF virus ovarian tumor domain protease; 370,000 tested, 0.55% active; AID 651958; CCHFV vOTU protease, Pep-AMC fluorescence; inhibition, % at 11.5 µM; in the data active means inhibition above about 30%; further: 0% = vehicle wells with enzyme and 100% = no enzyme wells
PrPC TRFRET – reduces human prion protein on the cell surface | inhibition, % at 13.8 µM | 370,000 tested, 0.43% active | cell surface PrPC, TR-FRET read-out; in the data active means inhibition above about 24%; further: 0% = median of the test wells and 100% = reference compound wells
BH1578 lux ind – inducers of Vibrio cholerae quorum light production without autoinducers; V. cholerae BH1578 lux reporter, luminescence, 6 h; activation, % at 18.7 µM; 350,000 tested, 0.16% active; in the data active means activation mostly above about 9.7%, no sharp cut-off; further: not every result past the cut was called active; inactives centre near 0; reference of the scale not given here
Yp Topo-I inh – inhibitors of Yersinia pestis topoisomerase I; activity, % at 10 µM; 360,000 tested, 0.064% active; Y. pestis Topo-I cleavage product accumulation, plate reader; in the data active means activity above about 50%, passing the limit was not always enough; further: inactives centre near 2
Rv3671c protease – Rv3671c (M. tuberculosis) protease inhibition | P9WHR9 | inhibition, % at 5.96 µM | 320,000 tested, 0.048% active | AID 2606; in the data active means inhibition above about 38%;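 further: extracellular domain of Rv3671c used as enzyme; 0% = enzyme with DMSO and 100% = no enzyme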
Target sequence (P9WHR9 whole entry, looked up, the tested form may be a part): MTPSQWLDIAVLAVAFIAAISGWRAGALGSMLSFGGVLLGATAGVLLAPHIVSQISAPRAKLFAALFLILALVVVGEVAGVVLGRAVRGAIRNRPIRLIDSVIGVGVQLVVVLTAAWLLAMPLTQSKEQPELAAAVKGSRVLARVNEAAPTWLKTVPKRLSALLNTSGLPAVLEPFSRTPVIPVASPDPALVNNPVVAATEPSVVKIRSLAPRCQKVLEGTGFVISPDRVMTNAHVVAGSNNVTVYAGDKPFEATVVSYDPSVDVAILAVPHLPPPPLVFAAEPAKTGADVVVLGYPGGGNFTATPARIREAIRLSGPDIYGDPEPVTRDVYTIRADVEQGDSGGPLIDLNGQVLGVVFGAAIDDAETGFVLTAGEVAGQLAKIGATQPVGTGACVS
PriA SSB inh – K. pneumoniae PriA-SSBct interaction inhibition; AlphaScreen SSBct-PriA binding, biotinylated peptide; inhibition, % at 33 µM; 430,000 tested, 0.6% active; in the data active means inhibition mostly above about 37%, no sharp cut-off; inactive means mostly below about 20%;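 further: plate controls were negative control peptide for no effect and reference peptide for full effect; strong numbers were not always called active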
3CLpro inhibitor – SARS-CoV 3CLpro protease inhibition; P0C6X7; recombinant SARS-CoV 3CLpro, quenched FRET peptide cleavage; inhibition, % at 6 µM; 290,000 tested, 0.14% active; AID 1706; in the data active means inhibition above about 12%
The depositor's hits bear a star; i = inactive; / = no result given; & = joins results of further samples. Only part of the results is shown; the hit share may differ from the screen's.

# | canonical_smiles | DUSP3 inh | TcdB GH inh | MazEF act | CCHF vOTU inh | PrPC TRFRET | BH1578 lux ind | Yp Topo-I inh | Rv3671c protease | PriA SSB inh | 3CLpro inhibitor
1 | COCCCn1c(=O)c2ccccc2n(Cc2ccc(C)cc2)c1=O | 47 | 1.1 | 0 | 7 | 2 | i | 0 | -3 | 0 | -5
2 | COc1ccc(C2SCC(=O)Nc3c2c(=O)[nH]n3C2CCCCC2)cc1 (configuration not stated) | -2 | / | 12 | -6 | -4 | -0.3 | 4 | 2 | -13 | -2
3 | CC(C)c1ccccc1NS(=O)(=O)c1cccs1 | -8 | 2.6 | 2 | -13 | 5 | i | 5 | -20 | -17 | -4
4 | COc1ccc(-c2cccc3c2NC(=O)C3=O)cc1OC | / | 1.7 | 8 | 9 | -19 | i | 3 | 0 | -4 | /
5 | O=C(Cc1c(Cl)cccc1Cl)N/N=C/c1cccnc1 | 19 | -0.8 | 6 | -7 | 0 | i | 5 | / | / | -5
6 | CCCc1cc(NCCN(C)C)n2c(nc3ccccc32)c1C#N | 19 | 1.6 | 6 | -134 | -9 | -0.7 | -3 | 1 | -15 | -9
7 | O=C(NC1CC1)c1cccc(NC(=O)c2cn3ccccc3n2)c1 | / | 0.4 | -11 | -6 | -7 | -0.8 | -4 | -5 | 2 | /
8 | COc1ccc(-c2oc3ccc(-c4cc(OC)c(OC)c(OC)c4)cc3c2C#Cc2ccsc2)cc1 | 1 | -0.5 | -7 | 14 | 1 | -0.4 | -3 | 4 | -19 | 1
9 | Cc1ccc(S(=O)(=O)N[C@@H](CCCCN)C(=O)CCl)cc1 | / | -0.5 | -9 | 2 | -7 | i | 4 | -2 | -4 | /
10 | COc1ccc(C(=O)NN2C(=O)C3C4C=CC(O4)C3C2=O)cc1 (configuration not stated) | 10 | / | -3 | 3 | 0 | i | 13 | -11 | -15 | -1
11 | CN1CCc2c(sc3nc(NN)n(-c4ccc(Cl)cc4)c(=O)c23)C1 | 10 | 0.6 | 6 | / | / | -0.8 | -5 | 15 | 2 | -1
12 | O=c1[nH]c2c(c(=O)n1-c1ccccc1)CCO2 | / | 1.0 | 11 | -3 | -4 | / | -4 | / | -19 | /

Values in list order from the list:
Nos. 1 to 12 in PrPC TRFRET read 2, -4, 5, -19, 0, -9, -7, 1, -7, 0, /, -4
Nos. 1 to 12 in MazEF act read 0, 12, 2, 8, 6, 6, -11, -7, -9, -3, 6, 11

(more compounds)
# | canonical_smiles | DUSP3 inh | TcdB GH inh | MazEF act | CCHF vOTU inh | PrPC TRFRET | BH1578 lux ind | Yp Topo-I inh | Rv3671c protease | PriA SSB inh | 3CLpro inhibitor
13 | Nc1cc2c(cc1C(=O)c1ccccc1F)OCCO2 | 13 | -0.6 | 3 | -2 | -7 | i | -3 | 7 | 18 | 1
14 | Cc1ccc(OCc2cc(C(=O)N(C)CCc3nc4ccccc4[nH]3)no2)cc1C | -6 | -2.0 | -7 | 13 | 7 | 0.2 | 17 | / | -3 | 2
15 | Cc1ccc2nc(/C(C#N)=C/c3cn[nH]c3-c3ccc(F)cc3)[nH]c2c1 | 39 | / | 6 | 6 | -5 | i | -8 | -53 | 7 | 2
16 | Cc1cn([C@H](C(=O)NCCCCCCCCCCC(=O)N2CCN(C(=O)OC(C)(C)C)CC2)[C@@H](C)O)nn1 | / | -0.7 | 5 | 5 | -5 | -1.2 | 9 | 1 | -3 | /
17 | C=Cc1cnc([N+](=O)[O-])n1C | / | -1.1 | 4 | 30* | -6 | 3.6 | -4 | / | / | /
18 | FC(F)(F)c1nnc2ccc(NCc3ccccc3)nn12 | 15 | 1.9 | 11 | -1 | -2 | -0.3 | 4 | -3 | -4 | 2
19 | COc1ccc(CN2C(=O)C(CC(=O)NCC3CCCCC3)CC(C(=O)N(C)C)=C2C)cc1 (configuration not stated) | / | 0.3 | 8 | 7 | 3 | -0.2 | 10 | / | / | /
20 | COc1ccc(CC(CC(=O)O)C(=O)Nc2ccc(Cl)c(Cl)c2)cc1 (configuration not stated) | 2 | 2.0 | -34 | 9 | -2 | -3.8 | 2 | 2 | -5 | 0
21 | CCCn1c(SCC(=O)N2CCCc3ccccc32)nnc1-c1ccccn1 | 13 | / | -2 | -1 | -5 | -0.2 | 20 | 2 | -7 | -4
22 | CC(C)OCCCNC(=O)C(=O)N/N=C/c1ccc(OCc2ccccc2)cc1 | -14 | 1.3 | -13 | -12 | -7 | -0.6 | 3 | -8 | i | 2
23 | Cc1ccsc1/C=C1/NC(=O)N(Cc2ccc(F)cc2)C1=O | -8 | 1.2 | -14 | 9 | 5 | -0.2 | 4 | 8 | -1 | 3
24 | CCOc1ccccc1C1C(C(N)=O)=C(C)Nc2nc(-c3cccc(C)c3)nn21 (configuration not stated) | / | / | 6 | 7 | -3 | i | -5 | 0 | -4 | 4
25 | Cc1ccc(NC(=O)CSc2nnc(-c3ccccc3C)o2)cc1C | 4 | / | 3 | 11 | 3 | -0.4 | -1 | -15 | -23 | 4
26 | O=S(=O)(c1ccc2c(c1)OCCCO2)N1CCNCC1 | -14 | / | 3 | 11 | 6 | 5.0 | 1 | 3 | -8 | 4
27 | CCOc1ccccc1NC(=O)C(NCCc1ccc(OC)cc1)c1ccccc1 (configuration not stated) | 14 | -0.1 | -16 | 17 | -8 | -1.6 | -6 | / | -25 | 3
28 | C/C(=N\NC(=O)c1ccccc1[N+](=O)[O-])c1c(O)cc(C)oc1=O | -10 | -3.4 | -2 | 16 | -3 | -0.6 | -4 | 5 | / | 2
29 | CCOC(=O)CSc1nnc(C)n1N | 8 | / | 7 | -5 | -1 | 1.0 | -2 | -5 | -8 | -3
30 | O=C(Nc1ncccc1Cl)C(Sc1ccccc1)c1ccccc1 (configuration not stated) | 6 | / | 4 | -4 | 0 | / | 19 | -1 | -74 | 4
31 | C/C(=N/OCO/N=C(\C)c1ccccc1F)c1ccccc1F | -5 | 0.0 | -5 | 0 | 6 | -0.2 | 7 | -7 | / | -2
32 | Cc1nc2c(C(F)(F)F)cccc2c2c1CCS2 | 14 | -0.2 | 1 | -16 | -4 | -0.5 | -4 | 4 | -4 | -1
33 | COc1ccc(NC(=O)Nc2cccc3c2O[C@H](CN(C)S(=O)(=O)c2cccs2)[C@@H](C)CN([C@H](C)CO)C3=O)cc1 | / | 0.5&-0.4 | 2 | -3 | 3 | 0.3 | 12 | 1 | -2 | /
34 | CCOC(=O)c1c[nH]c2c([N+](=O)[O-])cc(OC)cc2c1=O | / | 1.8 | -3 | 3 | -44 | i | -7 | / | 5 | /
35 | COC(=O)Cc1c(C)c2c(OCc3nn[nH]n3)cc(C)cc2oc1=O | -4 | / | 3 | -62 | -1 | i | -3 | 0 | -4 | 3
36 | CCOC(=O)c1cc(CC)sc1N1C(=O)CC(Sc2ccccc2C(=O)O)C1=O (configuration not stated) | -15 | -1.0 | -13 | 14 | -3 | i | -3 | 0 | -5 | 4
37 | O=C1NC(c2ccccc2Cl)Nc2ccccc21 (configuration not stated) | 33 | / | 8 | -59 | 5 | -0.2 | 2 | 2 | -9 | -2
38 | Cc1cccc(NC(=O)C2CC(=O)N(c3ccc4c(c3)OCCO4)C2)n1 (configuration not stated) | / | 0.4 | 4 | -6 | 1 | -0.3 | -1 | -6 | -2 | /
39 | O=C(Nc1nc(-c2ccc(Cl)s2)cs1)c1ccco1 | 17 | 0.2 | 6 | 9 | 9 | -0.3 | 4 | -6 | -36&-2 | 5
40 | Cc1ccsc1/C=C1\CCC(C2CCCC2)C1=O (configuration not stated) | 21 | 1.7 | -8 | 1 | -2 | i | -2 | 4 | -17 | 0
41 | CCC(=O)OCc1c(C(F)(F)F)nn(C)c1Sc1ccc(Cl)cc1 | 8 | / | -6 | 9 | 0 | / | 30 | 3 | -72 | -1
42 | CCN(CCCNS(=O)(=O)c1ccc2c(c1)oc(=O)n2C)c1cccc(C)c1 | -9 | -0.1 | 7 | 3 | -1 | -0.3 | 32 | 1 | 17 | 2
43 | CCOc1cccc2sc(N(CCCN(C)C)C(=O)c3ccc(C(=O)c4ccccc4)cc3)nc12 | 18 | 0.1 | 26 | 23 | -32 | 0.9 | -6 | -2 | 25&26 | 0
44 | COCCCn1c(=O)c2ccccc2n2c(=S)[nH]nc12 | 31 | 2.1 | 4 | -2 | 4 | i | -5 | 5 | -13 | 1
45 | Oc1ccc(C=NC2CCCCC2)cc1 | 32 | 3.4 | -19 | 9 | 5 | -2.0 | 1 | 5 | -4 | 1
46 | CN1C(=O)/C(=C/c2ccccc2OCc2cccc(F)c2)N(C)C1=S | -4 | / | -1 | 4 | 4 | i | -2 | -14 | -20 | 0
47 | O=C(O)c1ccc(Cl)c(S(=O)(=O)Nc2ccccc2C(=O)Nc2ccc(Cl)cc2)c1 | 32 | 1.3 | 4 | 20 | 0 | -0.3 | -5 | -14 | -15 | 11
48 | O=C(NC1CCCCC1)C(c1ccc(F)cc1)N(Cc1cccs1)C(=O)CN1C(=O)c2ccccc2S1(=O)=O (configuration not stated) | 8 | / | 0 | -16 | 12 | -0.1 | -3 | 0 | -14 | 2

Full records, quoted from the list.
O=C1NC(c2ccccc2Cl)Nc2ccccc21 (configuration not stated) is listed with DUSP3 inh = 33; TcdB GH inh = /; MazEF act = 8; CCHF vOTU inh = -59; PrPC TRFRET = 5; BH1578 lux ind = -0.2; Yp Topo-I inh = 2; Rv3671c protease = 2; PriA SSB inh = -9; 3CLpro inhibitor = -2
CN1C(=O)/C(=C/c2ccccc2OCc2cccc(F)c2)N(C)C1=S is listed with DUSP3 inh = -4; TcdB GH inh = /; MazEF act = -1; CCHF vOTU inh = 4; PrPC TRFRET = 4; BH1578 lux ind = i; Yp Topo-I inh = -2; Rv3671c protease = -14; PriA SSB inh = -20; 3CLpro inhibitor = 0

More compounds.
# | canonical_smiles | DUSP3 inh | TcdB GH inh | MazEF act | CCHF vOTU inh | PrPC TRFRET | BH1578 lux ind | Yp Topo-I inh | Rv3671c protease | PriA SSB inh | 3CLpro inhibitor
49 | O=C(O)/C=C/C(=O)N(CC1CCCO1)C1CC(=O)N(c2c(Cl)cccc2Cl)C1=O (configuration not stated) | 4 | 0.2 | 3 | 6 | -2 | -0.8 | -4 | -3 | -8 | 2
50 | Cc1cc(-c2nnc(SCC(=O)c3ccc(Cl)cc3)o2)no1 | -7 | -1.0 | 3 | -2 | -6 | i | -7 | 5 | -17 | 1
51 | CCCCn1nnc(NC(=O)c2ccc(-c3cccc(Cl)c3)o2)n1 | 37 | / | -2 | / | / | 0.0 | -3 | -5 | -4 | 2
52 | COc1ccc2c(CC(=O)OCC(=O)N(C)c3c(N)n(Cc4ccccc4)c(=O)[nH]c3=O)coc2c1 | / | -0.4 | -3 | 3 | -5 | i | 15 | / | -7 | /
53 | Cc1cc(=O)oc2c(CN3CCC(C)CC3)c(O)c(Cl)cc12 | -13 | / | -31 | -315 | 2 | -0.2 | 6 | 9 | -3 | -5
54 | CCOC(=O)CSc1nc(N)c(C#N)c(CC(C)C)c1C#N | 3 | / | -6 | 26 | 3 | i | -2 | 2 | -17 | 6
55 | O=C1c2cccc3c(N4CCCCC4)ccc(c23)C(=O)N1c1ccc(O)cc1 | 17 | 0.7 | -35 | -1 | 12 | -0.8 | 2 | 3 | -34 | 4
56 | O=C(c1cccn2c(=O)c3ccc(Cl)cc3nc12)N1CCC2(CC1)OCCO2 | 25 | 2.5 | 4 | -33 | -5 | 0.1 | -3 | 6 | -10 | -1
57 | C[C@@H]1CN([C@@H](C)CO)C(=O)c2cc(Br)cnc2O[C@H]1CN(C)Cc1cccc(C(=O)O)c1 | / | 0.5&-0.1 | 1 | -3 | -3 | -0.4 | 7 | / | / | /
58 | CNC(=S)NNC(=O)c1oc2nc(-c3ccccc3)cc(C)c2c1N | 2 | 0.4 | -9 | 1 | -9 | -0.5 | 7 | -3 | 1 | 3
59 | O=C(OCCN1CCOCC1)C1(c2ccccc2)CCCCC1 | / | 1.8 | -2 | 0 | 0 | / | / | 1 | -6 | /
60 | Cc1nn(C)c(C(=O)Nc2c(C)nn(Cc3c(F)c(F)c(F)c(F)c3F)c2C)c1Br | 13 | 1.4 | 5 | 10 | -3 | -0.7 | -7 | / | 10 | 1
61 | CCc1nc(SCC(=O)NC2CCCC2)c2oc3ccccc3c2n1 | 14 | 0.7 | -13 | 8 | -1 | -0.3 | -6 | 0 | 8 | -3
62 | CCCOc1cc(N)ccc1C(=O)OCCN(CC)CC | / | 0.9 | 9 | -3 | -4 | i | -4 | -1 | 4 | /
